Source: PubChem
RTF Ca sens act: cardiac RTF calcium sensitization. IANBD-labeled TnC RTF fluorescence at EC20 calcium; 0% EC20 calcium, 100% full calcium. P19429+P45379. AID 493008. activation, % at 7.2 µM. 340,000 tested, 0.24% active;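 active = activation above the mean over all tested compounds plus 3 SD, cut at about 30% in these data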;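 note: rise in fluorescence read as greater calcium sensitivity of cardiac thin filaments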
LANA DNA inh: blocks KSHV LANA C-terminal domain binding to DNA. MBP-C-LANA/FAM-LBS DNA binding, fluorescence polarization. inhibition, % at 9 µM. 340,000 tested, 0.078% active;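 active = highest replicate inhibition at or above 60% at 9 µM, even if other replicates fall short; inactive = all replicates below 60% inhibition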;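 note: 0% = neutral control wells and 100% = 4 µM acridine orange control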
Arrestin-AP2 inh: inhibitors of human beta-arrestin and AP2 interaction; FITC-arrestin peptide / GST-AP2 beads, flow cytometry; AP2 beta2 appendage carries R879A mutation; inhibition, % at 10 µM; 340,000 tested, 0.31% active; AID 504490;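 active = inhibition above a set limit, near 3 SD of compounds lacking own fluorescence, cut at about 54% in these data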;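 note: plate controls were DMSO wells for no effect and 5 µM unlabelled arrestin peptide for full effect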
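System: GST-AP2 R879A bound to glutathione beads, E. coli-expressed. Also added: 50 nM FITC-arrestin peptide. Schedule: compound with beads 12 min RT, then probe 1 h RT. Signal: bead flow cytometry, FITC channel. Read-out basis: percent response.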
Cardiac RTF inh: cardiac RTF calcium desensitization; P19429+P45379; IANBD-labeled cardiac RTF, Ca2+ fluorescence; inhibition, % at 7.15 µM; 340,000 tested, 0.12% active; AID 493244;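 active = inhibition above the mean inhibition of all tested compounds plus 3 SD, cut at about 17% in these data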;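 note: assay run at fixed EC70 calcium of 1.6 mM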
Pemphigus Ab inh: blocks pemphigus antibody binding to human desmoglein-3; P32926; DSG3-coupled beads, scFv-anti-DSG3-GFP binding, flow cytometry; stronger effect = lower value; binding (percent of control), % at 10 µM; 310,000 tested, 0.48% active; AID 588358;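 active = binding more than 3 SD below its plate's average and above zero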;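 note: hits lower antibody fragment binding to DSG3; some compounds called inactive have numbers as strong as hits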
OPRM1-OPRD1 inv: inverse agonists of human mu-delta opioid receptor heterodimerization. P35372+P41143. cell-based MOR-DOR heterodimer luminescence, inverse agonism. inhibition, % at 9.3 µM. 340,000 tested, 0.21% active; in the data active = inhibition above about 22%, passing the limit was not always enough;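 note: 0% = cells with DMSO and 100% = wells without cells with DMSO; values of inactives mirror those of a sister screen read the other way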
Target sequence (P35372 whole entry, looked up): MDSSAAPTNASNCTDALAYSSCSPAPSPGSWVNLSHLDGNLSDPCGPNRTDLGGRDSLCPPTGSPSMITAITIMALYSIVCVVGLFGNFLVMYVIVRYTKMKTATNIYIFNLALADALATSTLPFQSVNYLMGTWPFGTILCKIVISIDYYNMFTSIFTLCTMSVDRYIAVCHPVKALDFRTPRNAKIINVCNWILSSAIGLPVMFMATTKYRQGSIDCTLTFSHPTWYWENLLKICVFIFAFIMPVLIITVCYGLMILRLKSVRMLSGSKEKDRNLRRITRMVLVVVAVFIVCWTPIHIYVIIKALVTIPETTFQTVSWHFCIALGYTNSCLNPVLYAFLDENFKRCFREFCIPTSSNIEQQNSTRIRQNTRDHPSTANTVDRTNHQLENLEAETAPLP
Target sequence (P41143 whole entry, looked up): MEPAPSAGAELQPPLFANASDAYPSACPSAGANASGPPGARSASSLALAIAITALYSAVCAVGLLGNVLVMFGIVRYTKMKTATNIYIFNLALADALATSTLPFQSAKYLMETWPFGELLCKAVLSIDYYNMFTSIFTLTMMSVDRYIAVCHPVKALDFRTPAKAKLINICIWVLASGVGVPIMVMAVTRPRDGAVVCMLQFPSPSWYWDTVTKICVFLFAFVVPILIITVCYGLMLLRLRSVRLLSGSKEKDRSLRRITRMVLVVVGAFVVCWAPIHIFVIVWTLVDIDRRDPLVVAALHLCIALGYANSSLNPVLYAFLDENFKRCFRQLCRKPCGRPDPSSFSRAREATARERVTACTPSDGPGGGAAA
Wnt act: activates Wnt/beta-catenin signaling in a reporter cell assay. activator, plate reader. activation, % at 9.35 µM. 300,000 tested, 1.2% active; in the data active = activation above about 30%, passing the limit was not always enough;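 note: 0% = neutral control wells and 100% = positive control wells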
V-ATPase pHluor: alters yeast V-ATPase proton transport; S. cerevisiae, pHLuorin cytosolic pH fluorescence; response, % at 10 µM; 350,000 tested, 0.37% active; in the data active = response mostly above about 7.3%, no sharp cut-off; inactive = mostly below about 5.4%; note: actives read high; inactives centre near 0; some compounds called inactive have numbers as strong as hits; reference of the scale not given here
MOR-DOR ag: OPRM1-OPRD1 heterodimerization agonism; cells, luminescence; 340,000 tested, 0.3% active; activation, % at 9.3 µM; P35372+P41143; in the data active = activation above about 18%;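 note: 0% = vehicle-treated cells and 100% = reference agonist; values of inactives mirror those of a sister screen read the other way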
Keap1 Nrf2 FP: inhibitors of human Keap1-Nrf2 protein-protein interaction. Keap1 Kelch-Nrf2 peptide fluorescence polarization, 1536-well. inhibition, % at 9.4 µM. 340,000 tested, 0.15% active. AID 504523; in the data active = inhibition above about 12%;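 note: human Keap1 Kelch domain with fluorescein labeled Nrf2 9mer peptide probe; 0% = neutral control wells and 100% = peptide positive control; higher means more block of Keap1 binding to Nrf2 peptide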
Starred values were filed as active, the others as inactive; . = not tested or not shown.

Compound	RTF Ca sens act	LANA DNA inh	Arrestin-AP2 inh	Cardiac RTF inh	Pemphigus Ab inh	OPRM1-OPRD1 inv	Wnt act	V-ATPase pHluor	MOR-DOR ag	Keap1 Nrf2 FP
CCCn1c(SCC(=O)N(C)CC(=O)Nc2ccc(C)cc2)n[nH]c1=O	-3	0.3	-9	0	.	-8	-4	-2	2.0	-5
O=C(NC1CCS(=O)(=O)C1)c1cn(-c2ccccc2)nc1-c1ccccc1 (centres undefined)	1	-1.7	1	-3	95	14	.	0	-2.3	1
COC(=O)CC1Oc2ccccc2N(Cc2ccc(C)cc2)C1=O (centres undefined)	-1	-2.1	-4	-10	104	12	.	-4	-2.6	-4
CCNC(=S)N1CCN(c2ccc([N+](=O)[O-])cc2)CC1	-4	0.0	-2	-1	109	17	0	1	-4.0	-2
COc1cccc(C(=O)NCCN2C(=O)S/C(=C/c3cccs3)C2=O)c1OC	1	1.0	-15	-20	85	-1	-2	1	0.3	-3
CCCC(=O)N1CCN(c2ccc(NC(=O)c3cc4ccccc4o3)cc2)CC1	-6	-0.5	-10	-1	.	13	.	-5	-3.1	2
O=C(Nc1ccccc1)N1CCC(c2ccccc2)C1 (centres undefined)	-5	-1.5	17	-10	100	-4	.	0	0.7	0
CCc1ccccc1NC(=O)c1ccoc1C	7	-1.5	0	-13	109	9	.	3	-1.6	-4
CCC(C)[C@H]1CNC(=S)N1CCc1cc(C(F)(F)F)cc(C(F)(F)F)c1 (some centres undefined)	-17	2.1	3	10	110	-53	-3	4	9.5	-1
O=C(Nc1nc(-c2ccc3c(c2)Cc2ccccc2-3)cs1)c1ccccc1	1	0.2	6	5	107	12	3	-1	-2.5	3
OCCC1CN(Cc2cccc(F)c2F)CCN1CCc1ccccc1 (centres undefined)	3	-0.4	-10	2	98	0	-2	0	-0.1	1
COC(=O)C1=NNC2(C)C(=O)N(c3ccc(C)cc3)C(=O)C12 (centres undefined)	1	1.5	41	6	102	10	4	1	-2.0	-2
COc1ccccc1NC(=O)Cn1c(CCC(=O)O)ccc1-c1ccc(C)cc1	0	-1.1	10	6	96	13	1	1	-2.2	-5
Cn1ccnc1SC(C(=O)O)c1ccccc1 (centres undefined)	-5	0.5	7	-2	113	15	-2	1	-3.1	-2
Cc1c(C(=O)O)nn(-c2ccccc2)c(=O)c1C#N	-2	-0.5	1	-6	104	4	0	-3	-0.7	-1
N/C(=N\OC(=O)c1ccc(Cl)cc1)c1nonc1N	-3	2.4	-3	-3	105	2	-1	1	-0.4	-2
Cc1nc(N2CCN(Cc3ccccc3)CC2)nc2c1C(=O)CC(C)C2 (centres undefined)	-2	0.3	2	0	.	-11	-6	4	2.2	-4
COc1cccc(NC(=S)N(CCCN2CCN(C)CC2)Cc2ccco2)c1	5	-0.7	3	10	99	10	-1	1	-2.0	-6
CC(C)n1c2ccccc2c2nnc(SCC(=O)Nc3ccccc3C(=O)O)nc21	2	-0.7	4	-5	96	13	-2	0	-2.2	5
CCOC(=O)C(NC(=O)Nc1ccccc1)(OCC)C(F)(F)F (centres undefined)	3	1.1	-2	-5	100	-15	1	3	3.6	0
O=C(COC(=O)Cc1ccc(Br)cc1)Nc1ccc(N2CCOCC2)cc1	-3	1.6	-8	-2	102	11	-2	-1	-2.5	-6
Cc1ccc(C)c(S(=O)(=O)N(C)c2ccc(OC(=O)C3CCN(C(=O)Nc4ccccc4)CC3)cc2)c1	1	2.5	-9	-13	98	-2	-1	2	0.4	8
Cn1c(=O)c2c(=O)cc(NNC(=O)CC#N)[nH]c2n(C)c1=O	-2	2.1	-9	0	102	4	-3	1	-0.6	-2
Cc1ccc(-n2ncc(C(=O)NC3CC3)c2C2CCN(C(=O)OC(C)(C)C)CC2)cc1	-4	0.0	-1	0	100	6	1	-1	-1.2	0
CCC(=O)N1CCc2cc(S(=O)(=O)N3CCCC3)ccc21	-2	-1.7	-14	-12	77	9	-2	1	-1.8	-4
COc1cccc(NC(=O)COC(=O)c2ccccc2C(=O)N(C)c2ccccc2)c1	-1	-1.4	-11	-3	103	16	-1	-6	-4.0	0
COc1ccc(COCC(O)CN(Cc2ccccc2)C(C)C)cc1OC (centres undefined)	8	0.3	1	-5	108	-2	-1	8	0.4	-4
COC(=O)C1=C(C)N(C2CCCCC2)C(=O)/C1=C\c1cccs1	.	0.2	7	.	99	.	-1	1	.	-7
NS(=O)(=O)c1cccc(NC(=O)COC(=O)Cc2ccc(S(=O)(=O)N3CCCCC3)s2)c1	-1	-0.7	3	-10	104	12	-6	0	-2.5	-10
Fc1ccccc1NC(=S)NCCc1cccc(Cl)c1	-5	0.4	-3	0	108	-11	21	5	2.0	1
CS(=O)(=O)NCCCCCCNS(C)(=O)=O	-9	-0.2	-13	-6	103	4	-9	3	-0.7	-4
Cc1ccc(Oc2ccc(-c3nc(N)nc(N)n3)cc2)cc1C	4	-1.2	0	-10	108	-28	9	-1	5.0	5
CCCCN(Cc1ccccc1)S(=O)(=O)c1cc(Br)cc2c1N(C(C)=O)C(C)C2 (centres undefined)	-8	-1.8	6	-12	101	-24	-11	1	3.9	0
CCOC(=O)c1sc(NC(=O)C(OC(C)=O)c2ccccc2)nc1C (centres undefined)	0	-0.2	2	-2	102	9	-3	0	-1.4	-1
O=C(COC(=O)C1CCC1)Nc1cccc(S(=O)(=O)N2CCOCC2)c1	-10	0.6	10	-12	101	0	0	-3	0.0	-5
CCN(CC)CCCC(C)NC(=O)c1c(NC(=O)c2ccccc2)sc2c1CCCC2 (centres undefined)	1	-1.5	2	-3	96	3	-8	5	-0.6	-4
CCOC(=O)CSc1nnc(-c2ccc(NS(=O)(=O)c3ccc(C)cc3)cc2)o1	-1	-0.5	15	-9	98	-15	-3	1	2.8	-5
O=C(NNc1ncc(C(F)(F)F)cc1Cl)c1ccc(Cl)c(Cl)c1	-1	0.6	3	0	97	15	0	-2	-3.0	2
CCOc1ccc(CCNC(=O)c2ccc(CS(=O)Cc3cccc(Cl)c3)o2)cc1 (centres undefined)	2	-0.1	-1	-5	75	20	-1	-2	-3.9	-8
O=C(CSc1nnc(-c2ccncc2)o1)Nc1cccc(Cl)c1	-10	-4.4	-6	-5	115	5	29	-5	-1.1	-2
NC1=NC[C@H](Cc2ccc(O)cc2)N1CCCCC1CCCCC1	7	0.7	28	1	103	0	-5	-3	0.0	-2
CCOC(=O)c1c(-c2ccc(C)o2)csc1NC(=S)NC(=O)N(C)C	1	-1.2	16	4	104	20	-6	-9	-3.7	-13
COC(=O)c1ccccc1NC(=O)c1cccc(NC(=O)c2ccc(Br)o2)c1C	0	3.2	3	-2	105	5	.	1	-0.8	-7
COC(=O)/C=C/c1ccc(OC(=O)OC)c(OC(=O)OC)c1	-6	0.0	5	-10	.	-1	0	-2	0.1	1
N#C/C(=C/c1ccccc1)C(=O)OCC(=O)Nc1ccccc1[N+](=O)[O-]	-2	-1.0	-8	3	110	-3	-1	0	0.8	-4
CCCn1c(SCC(=O)Nc2nnc(C(C)C)s2)nc2c1c(=O)n(C)c(=O)n2C	-4	0.7	1	1	85	6	-6	2	-1.2	0
O=C(NCc1ccccc1F)c1cccc(S(=O)(=O)N2CCCCC2)c1	-2	0.3	4	0	.	9	3	-6	-1.9	-3
Cc1cc(N2CCN(C)CC2)nc2ccc(NC(=S)NCc3cccs3)cc12	-2	-0.6	-6	4	107	4	-3	-2	-0.7	-6
CC1(C)NC(=O)N(CNc2cc(Cl)ccc2Cl)C1=O	2	0.3	9	-10	92	3	-5	2	-0.5	-1
COC(=O)c1[nH]c2ccc(F)cc2c1NS(=O)(=O)c1ccc(OC)cc1	-3	0.4	1	2	102	19	-8	0	-3.2	3
COc1ccc(C2CC(c3cccc(Br)c3)=NN2c2ccc(S(N)(=O)=O)cc2)cc1 (centres undefined)	0	-1.0	9	-7	110	-12	-3	0	2.4	-3
COc1ccc(C(CNC(=O)c2cccc(S(=O)(=O)Nc3ccc(F)cc3)c2)N2CCCCC2)cc1 (centres undefined)	-4	-0.5	21	-3	107	9	0	5	-2.2	0
CC1Cc2ccccc2N1C(=O)CSc1nnc(Cc2ccccc2)n1CCc1ccccc1 (centres undefined)	-3	0.8	-7	-17	117	-4	-6	2	0.7	1
CCn1c(-c2ccccc2)c(C(=O)CCl)c2ccccc21	13	-0.5	-6	-12	105	-331	-1	3	66*	-4
COc1cccc(CNc2ccc3[nH]c(=O)[nH]c3c2)c1OCc1ccc(F)cc1	-9	-0.7	55*	-6	115	-7	1	-3	1.4	0
COC(=O)[C@H](c1ccccc1Cl)N1CCc2sccc2C1	5	-3.6	1	4	110	-29	-2	2	5.2	-5

Next part
Compound	RTF Ca sens act	LANA DNA inh	Arrestin-AP2 inh	Cardiac RTF inh	Pemphigus Ab inh	OPRM1-OPRD1 inv	Wnt act	V-ATPase pHluor	MOR-DOR ag	Keap1 Nrf2 FP
Cn1c(=O)oc2cc(C(=O)c3ccccc3)ccc21	3	-0.8	-2	-7	.	4	1	6	-0.9	-5
CCCC(=O)Nc1ccc(-c2csc(-c3cccnc3)n2)cc1	9	-0.1	0	-12	112	0	6	-3	0.1	-4
COc1ccc2oc(C(=O)OCC(=O)N3CCN(S(=O)(=O)c4ccccc4)CC3)c(C)c2c1	-1	.	-17	-15	104	7	-1	0	-1.4	.
O=C(NCc1ccncc1)C1COc2ccccc2O1 (centres undefined)	0	-2.4	4	7	98	5	.	-1	-0.8	5
O=C(Nn1cnnc1)C(c1ccccc1)c1ccccc1	0	1.9	-1	-4	106	15	.	-2	-3.5	-3
CN(Cc1cccnc1)C(=O)CNC(=O)COc1ccccc1	-2	-0.6	14	-3	96	14	0	2	-2.2	1
O=C(O)CCC(=O)Nc1ccc(N2CCOCC2)cc1	-1	0.6	-6	-2	107	14	.	3	-3.2	-5
C=CC[C@@H](CC(=O)N(CCO)Cc1ccccc1)C(=O)NCCOC(=O)[C@@H](CC=C)Cc1ccc(F)cc1	-1	0.8	11	-12	93	-9	-2	1	2.0	-2
CC(C)c1ccc(C2c3[nH]c4ccccc4c3C[C@H]3C(=O)N(c4ccccc4C(=O)N4CCC[C@H]4C(=O)O)C(=O)N23)cc1 (some centres undefined)	4	-1.3	4	5	105	13	-1	2	-2.6	-5
COc1ccc(NC(=O)Nc2cc(NC(=O)Nc3ccc(OC)cc3)c(C)nc2C)cc1	0	1.7	-1	-7	104	-2	-3	0	0.5	-4
Cc1[nH]c2ccccc2c1/C=N/NC(=O)c1cccs1	0	3.5	11	-17	145	3	1	-2	-0.8	1
Cc1cccc2cc(C(c3nnnn3C(C)(C)C)N3CCN(C(=O)c4ccco4)CC3)c(=O)[nH]c12 (centres undefined)	1	-0.3	0	-2	107	7	.	2	-1.2	-3
